DSG3 Ab inh: blocks pemphigus antibody binding to human desmoglein-3; P32926; DSG3-coupled beads, scFv-anti-DSG3-GFP binding, flow cytometry; hits give low values; binding (percent of control), % at 10 µM; hit rate 0.48% among 310,000;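 active = binding more than 3 SD below its plate's average and above zero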;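 note: hits lower antibody fragment binding to DSG3; some compounds called inactive have numbers as strong as hits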
NSD2 HMT inh: NSD2 (human) methyltransferase inhibition; inhibition, % at 12.5 µM; AID 743445; hit rate 0.54% among 310,000; O96028; NSD2 peptide methylation, AlphaScreen, 120 min; in the data active = inhibition above about 50%
SR-BI DiI-HDL act: SR-BI HDL lipid transfer activation. CHO ldlA[mSR-BI] cells, DiI-HDL uptake fluorescence, 3 h; 100 = double the neutral-control signal. activation, % at 12.5 µM. hit rate 0.096% among 320,000. AID 504775;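 active = mean replicate activation of at least 60% and every replicate at or above 60%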;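 note: 0% = median plate neutral-control signal and 100% = twice that signal; values of inactives mirror those of a sister screen read the other way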
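system = CHO ldlA[mSR-BI] cells, LDL receptor-null, SR-BI overexpressing | medium = Ham's F12 with 0.5% BSA, HEPES 25 mM, pH 7.4 | probe or stimulus = DiI-HDL 10 µg/mL | compound dosing = single-point compound dose | incubation = compound exposure 3 h, 37 °C | technique = DiI fluorescence, bottom read | read-out = cell-associated DiI fluorescence as measure of HDL uptake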
PKA-R2B act: activators of human PKA-R2B complex; P22694+P31323; PKA-R2B holoenzyme dissociation, Cy5-IP20 fluorescence polarization; R2B truncated from residue 108, S112A mutant; 0% DMSO only, 100% 113 µM cGMP; activation, % at 11.4 µM; hit rate 0.079% among 340,000;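 active = activation above a cutoff set at the mean over all compounds plus 3 SD, cut at about 18% in these data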;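 note: higher means more holoenzyme dissociation and a rise in polarization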
Target sequence (P31323 whole entry, looked up, other chains not shown, the tested form may be a part): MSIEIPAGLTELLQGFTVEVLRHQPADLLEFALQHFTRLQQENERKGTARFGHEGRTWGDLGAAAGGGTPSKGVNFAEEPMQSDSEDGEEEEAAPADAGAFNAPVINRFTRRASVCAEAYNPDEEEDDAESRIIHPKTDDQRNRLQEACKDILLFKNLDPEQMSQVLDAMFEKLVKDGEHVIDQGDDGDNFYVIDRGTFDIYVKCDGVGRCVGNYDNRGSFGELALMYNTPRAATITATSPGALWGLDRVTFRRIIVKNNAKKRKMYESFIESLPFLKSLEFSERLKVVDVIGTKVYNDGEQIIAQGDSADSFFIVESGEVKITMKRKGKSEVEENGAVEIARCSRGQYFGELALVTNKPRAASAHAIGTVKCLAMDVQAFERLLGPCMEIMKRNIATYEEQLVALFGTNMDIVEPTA
MITF act: increases MITF-driven TRPM1 promoter luciferase signal. hit rate 0.75% among 300,000. SK-MEL-5 TRPM1-promoter luciferase, 24 h; % of positive control, neutral wells = 0. AID 588334. activation, % at 12.5 µM;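 active = mean activation of at least 80% with every replicate also reaching 80%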;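 note: 0% = neutral control wells and 100% = parthenolide positive control wells; values of inactives mirror those of a sister screen read the other way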
SR-BI HDL uptake: inhibitors of mouse SR-BI mediated HDL lipid uptake; Q61009; ldlA[mSR-BI] CHO cells, DiI-HDL uptake fluorescence, 3 h; inhibition, % at 12.5 µM; hit rate 0.96% among 320,000; AID 488896;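 active = mean replicate inhibition of at least 70% and a set share of replicates each scoring 70 or more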;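 note: 0% = median of neutral control wells and 100% = median of positive control wells; values of inactives mirror those of a sister screen read the other way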
Mot1-301 SUMO: inhibitors of SUMOylation pathway: yeast Mot1-301 growth rescue | S. cerevisiae Mot1-301 growth rescue, ATP luminescence, 38.5C; percent above DMSO median, 100 means doubled | growth rescue, % at 18.8 µM | hit rate 1% among 320,000 | AID 2716;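 active = every valid replicate shows activation above 250% relative to neutral control wells; inactive = the rest, any valid replicate at or below 250%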;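 note: OY570 slx delta 5 strain wells were the positive control but not used for scaling; some compounds called inactive have numbers as strong as hits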
Arr AP2 block: human beta-arrestin and AP2 interaction inhibition; FITC-arrestin peptide / GST-AP2 beads, flow cytometry; AP2 beta2 appendage carries R879A mutation; inhibition, % at 10 µM; hit rate 0.31% among 340,000;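 active = inhibition above a set limit, near 3 SD of compounds lacking own fluorescence, cut at about 54% in these data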;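 note: plate controls were DMSO wells for no effect and 5 µM unlabelled arrestin peptide for full effect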
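Assay system: GST-AP2 R879A bound to glutathione beads, E. coli-expressed; Medium: PBS with 0.05% Tween 20 and 0.1% BSA; Also added: fluorescein-tagged arrestin peptide at 50 nM final; Timing: 12 min plus 1 h, RT; Measured by: flow cytometry, FL1 (488/535 nm); Evaluation: percent drop in bead-associated FITC signal.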
dFosB activator: activators of mouse delta FosB homodimer; P13346; purified delta FosB, TAMRA-CDK5 oligo fluorescence polarization; percent of positive-control signal above neutral wells; activation, % at 25 µM; hit rate 0.99% among 340,000;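 active = mean activation above about 17%, with every replicate also reaching it, limit read from the data, passing the limit was not always enough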;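 note: fluorescence polarization rise as delta FosB binds a TAMRA Cdk5 AP-1 oligo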
Target sequence (P13346 whole entry, looked up): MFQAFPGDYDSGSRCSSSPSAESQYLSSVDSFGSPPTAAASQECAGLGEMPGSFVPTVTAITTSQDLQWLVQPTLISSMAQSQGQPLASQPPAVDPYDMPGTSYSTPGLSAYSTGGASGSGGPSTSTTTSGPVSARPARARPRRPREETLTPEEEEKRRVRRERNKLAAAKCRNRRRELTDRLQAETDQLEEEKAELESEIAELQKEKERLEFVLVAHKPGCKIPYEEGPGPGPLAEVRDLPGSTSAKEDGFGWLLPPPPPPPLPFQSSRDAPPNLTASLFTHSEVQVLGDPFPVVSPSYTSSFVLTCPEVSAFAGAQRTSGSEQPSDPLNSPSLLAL
CDK5 p35 inh: blocks human CDK5/p35 kinase activity. Recombinant CDK5/p35, ADP-Glo luminescence, 60 min. inhibition, % at 10 µM. hit rate 0.01% among 330,000;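 active = highest replicate inhibition of at least 50% and at least 75% of replicates reaching 50%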;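 note: plate controls were DMSO neutral control for no effect and GW8510 at 10 µM for full effect; many of its hits are not listed in these tables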
PKA-R1A act: activates the PKA-R1A holoenzyme complex; P00514+P68181; PKA-R1A dissociation, Cy5-IP20 fluorescence polarization; scaled: DMSO 0%, 113 µM cGMP 100%; activation, % at 11.4 µM; hit rate 0.083% among 340,000; AID 504707;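 active = percent activation above the mean of all tested compounds plus 3 SD, cut at about 19% in these data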;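 note: higher means more PKAc released from R1A so a rise in polarization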
Active calls of the source: *; x = no result given.

DSG3 Ab inh	NSD2 HMT inh	SR-BI DiI-HDL act	PKA-R2B act	MITF act	SR-BI HDL uptake	Mot1-301 SUMO	Arr AP2 block	dFosB activator	CDK5 p35 inh	PKA-R1A act	Structure
x	-13	-15	-1	17	15	-14	5	-7	0.8	-5	CCCn1nc(NC(=O)C2CCCO2)c2cc3ccc(C)cc3nc21 (configuration not stated)
269	5	36	2	-70	-36	-8	-26	7	0.9	-9	CC(C)CC[n+]1ccccc1/C=C/c1ccc(N(C)C)cc1
107	3	-24	-4	-8	24	-5	-3	-1	0.1	6	COc1ccccc1N1CCN(CCCCOc2cccc3ccccc23)CC1
123	7	x	-2	2	x	-14	25	-8	-0.7	-10	Cc1ccc(NC(=O)CSc2nncc3ccccc23)cc1
104	1	12	-5	3	-12	10	8	-3	-0.5	-8	CCOC(=O)C1C(=O)NC(C)C1c1ccccc1 (configuration not stated)
104	0	-7	-2	3	7	5	5	1	-1.8	0	CSc1nc2c(c(-c3ccccc3)c1C#N)CCC2
100	4	17	-6	-10	-17	-9	18	-9	2.0	-6	COc1ccc(Cl)cc1-c1n[nH]c(=S)n1C1CCCCC1
107	-3	28	-7	-6	-28	2	-1	-10	-1.4	-2	COc1ccc(C2(CNC(=O)Cc3ccc(OC)c(OC)c3)CCCC2)cc1
99	x	22	-3	-8	-22	26	4	14	-22	-12	Cc1cccc(NC(=S)NC(NC(=O)OCc2ccccc2)C(Cl)(Cl)Cl)c1 (configuration not stated)
103	0	-5	-7	35	5	1	-1	1	-2.4	-1	C=CCOc1ccc2c(c1)C(=NO)c1cc(OCC=C)ccc1-2
97	-1	11	12	41	-11	660	12	-1	-0.3	-9	O=C(Nc1ccccc1F)Nc1ccccc1F
107	x	18	2	1	-18	-28	4	1	-0.1	-6	O=C(CN1C(=O)c2ccccc2S1(=O)=O)NCc1ccccc1Cl
84	0	10	6	-2	-10	24	17	4	0.2	3	O=C(Nc1ccon1)C12CC3CC(C1)CC(n1cnc([N+](=O)[O-])n1)(C3)C2
92	0	17	-7	-57	-17	17	1	-11	-1.1	-2	Cc1ccc(S(=O)(=O)NC(CC(C)C)C(=O)NCC(c2ccco2)N2CCCCC2)cc1 (configuration not stated)
95	3	-3	2	7	3	3	-5	-22	-2.8	-6	Cc1ccc(OCC(=O)N/N=C/C=C/c2ccco2)cc1C
100	x	10	5	8	-10	x	3	3	-0.2	6	CCN1C[C@@H]2[C@@H]3C(=O)N(Cc4ccccc4)C(=O)[C@@H]3[C@](C)(C1=O)N2C(=O)c1ccc(F)cc1
112	x	-24	-2	-4	24	122	-18	-8	0.6	-6	CCN1C(=O)[C@@H]2[C@@H](c3ccc(SC4CCCCC4)cc3)N3CCC[C@@]3(C(=O)OC)[C@@H]2C1=O
101	-2	-6	1	-8	6	-10	-11	-12	0.1	0	CC(=O)Nc1cccc(C(=O)N/N=C/c2cccnc2)c1
101	4	-1	-14	8	1	0	6	-6	-1.1	-6	COC(=O)CN(C(=S)Nc1ccccc1)C1CC(=O)N(c2ccc(OC)cc2)C1=O (configuration not stated)
81	16	6	-7	x	-6	31	7	-1	-0.2	-15	CCCCCSc1nnc(-c2cc(Br)ccc2N)c(=O)[nH]1
99	11	x	-9	-97	x	4	13	0	1.2	0	O=C(N/N=C/c1ccc([N+](=O)[O-])o1)c1cc2ccccc2o1
100	1	15	-8	x	-15	-10	20	2	-0.6	6	Cc1cccc(NC(=O)NC2CC3CCC(C2)N3Cc2ccco2)c1 (configuration not stated)
89	-4	-41	-5	x	41	-14	2	-4	0.5	2	CN(C)c1nc(-c2cccs2)cc(C(F)(F)F)c1C#N
x	-2	-6	4	-3	6	11	-7	-13	0.5	-7	CCc1ccc(OC)c(S(=O)(=O)NCc2cccs2)c1
96	-2	12	-4	1	-12	11	8	-7	-0.4	-1	O=C(NCCCc1ccccc1)C1CCC(CNc2c(N3CCCCC3)c(=O)c2=O)CC1 (configuration not stated)
98	0	-5	-15	13	5	-3	3	-13	-3.7	1	Cc1nc2ccc(NC(=S)N3CCC(C)CC3)cc2nc1C
101	2	-44	-2	x	44	-2	-1	-7	-1.0	3	FC(F)(F)c1cc(-c2cccs2)nc(-n2cc(Cl)cn2)n1
101	x	x	12	-12	7	x	8	4	1.3	2	Cc1ccc(S(=O)(=O)N(C)c2ccc(OC(=O)c3cc(=O)[nH]c4ccccc34)cc2)cc1
108	1	-1	-1	-7	1	-12	29	5	0.9	-9	COc1ccc(OC)c(NC(=O)CSc2nc3nc(C)cc(C)n3n2)c1
100	-1	13	-7	2	-13	12	-10	-9	-2.7	-9	Cc1ccc(SCC(=O)OCC(=O)NCCc2ccccc2)cc1
94	x	15	-9	3	-15	150	-8	-5	-5.5	-1	COc1ccc2c(c1)C(=O)N1[C@H]3c4cc(OC)ccc4OC[C@@H]3[C@H](c3ccccc3)[C@]1(C)C(=O)N2
x	5	4	2	-24	-4	-10	-3	-8	-1.9	-9	CCOc1ccc(-c2csc(Cn3c(CN4CCN(C)CC4)nc4ccccc4c3=O)n2)cc1
x	x	2	-1	-23	-2	19	3	-4	0.1	0	O=C1C=C(O)c2cccc(O)c2C1=O
x	x	8	-2	x	-8	-6	20	-15	-1.2	-14	O=C(O)c1ccc2c(c1)[C@@H]1C=CC[C@@H]1[C@H](c1ccccn1)N2
99	-4	-19	-3	52	19	-4	6	-2	-0.4	-13	Cc1ccc(C(=O)c2cc3ccccc3o2)cc1[N+](=O)[O-]
95	-3	x	-3	8	x	1	15	-7	-2.5	-3	CC(=O)c1ccc(S(=O)(=O)N2CCN(C(=O)C3CCCC3)CC2)cc1
106	-2	4	-6	4	-4	13	27	-15	-1.4	-11	C/C(=N\NC(=O)c1nnn(-c2nonc2N)c1CN(C)c1ccccc1)c1cccc(O)c1
105	0	-25	-4	-9	25	5	9	8	-0.2	-8	CCOc1ccc(NC(=O)CN(C)C(=O)c2ccccc2SCC(=O)N2CCCC2)cc1OCC
98	x	8	-8	x	-8	15	22	-10	-0.2	-4	Cc1ccccc1NS(=O)(=O)c1nnc(NC(=O)c2ccccc2F)s1
x	-4	6	6	17	-6	-8	-4	5	-0.5	8	CCn1c(SCC(=O)Nc2ccccc2F)nnc1-c1ccoc1C

One compound at a time, as listed above. Order of values: DSG3 Ab inh	NSD2 HMT inh	SR-BI DiI-HDL act	PKA-R2B act	MITF act	SR-BI HDL uptake	Mot1-301 SUMO	Arr AP2 block	dFosB activator	CDK5 p35 inh	PKA-R1A act
Shown for O=C(Nc1ccccc1F)Nc1ccccc1F → 97	-1	11	12	41	-11	660	12	-1	-0.3	-9
Shown for C/C(=N\NC(=O)c1nnn(-c2nonc2N)c1CN(C)c1ccccc1)c1cccc(O)c1 → 106	-2	4	-6	4	-4	13	27	-15	-1.4	-11

Continued:
DSG3 Ab inh	NSD2 HMT inh	SR-BI DiI-HDL act	PKA-R2B act	MITF act	SR-BI HDL uptake	Mot1-301 SUMO	Arr AP2 block	dFosB activator	CDK5 p35 inh	PKA-R1A act	Structure
120	x	-13	-7	29	13	-3	-4	2	-1.7	-1	CC1CCN(c2oc(-c3ccccc3F)nc2C#N)CC1
105	-1	22	-1	3	-22	x	11	-4	-1.9	0	COCCNC(=O)CN1CCC(NC(=O)c2ccco2)CC1
103	0	32	5	-1	-32	-21	2	-8	1.0	-10	O=C(CSc1nc2ccsc2c(=O)n1CC1CCC(C(=O)O)CC1)c1ccc(Cl)cc1 (configuration not stated)
121	-1	-16	-13	62	16	4	28	-4	0.3	0	COc1ccc(C(=O)OCC(=O)c2ccc[nH]2)c(OC)c1
96	-3	13	-3	5	-13	-5	15	-8	-0.3	-3	COc1ccc(C(=O)Oc2ccc[nH]c2=O)cc1
105	x	16	-2	-8	-16	305	3	-3	0.3	8	CC(C)(C)OC(=O)NCCc1nnc(SCc2cccc(Cl)c2)o1
101	-5	-16	-10	13	16	-14	15	-2	-1.5	-4	CCCCNC(=O)CN1C(=O)C(CC)Oc2ccc(Cl)cc21 (configuration not stated)
105	1	14	3	3	-14	-13	4	-7	0.9	7	COc1ccc(C(=O)COC(=O)C(CCSC)NC(=O)COc2ccccc2)cc1 (configuration not stated)
93	0	-8	-2	11	8	-8	-11	-1	-0.2	-8	OCC1CCCCN1C(=S)NCc1ccco1 (configuration not stated)
114	2	-18	-3	-9	18	25	-7	-12	0.1	1	COC(=O)c1c(NC(=O)c2ccc(Br)s2)sc2c1CCC2
110	1	-24	-6	5	24	26	-8	4	-1.2	-3	COc1ccc(Cl)cc1NC(=O)NCCCl
102	-2	x	-1	48	x	2	29	-9	1.6	-8	Cc1ccc(SCC(=O)c2cc(C)c(O)c(C)c2)cc1
102	-10	-2	-3	-2	2	38	26	-20	-0.4	2	CCOc1ccccc1N(CC(=O)N1CCCCCC1)S(=O)(=O)c1ccc(C)cc1
96	0	0	0	-2	0	-16	0	-3	-2.5	-8	CSc1cnn(Cc2ccccc2)c(=O)c1SCc1ccccc1

Source: PubChem BioAssay (several laboratories)
